# Giardia kill: Giardia lamblia killing | Giardia lamblia trophozoite viability | activity change, % at 7.66 µM, hits read low | 0.15% of 340,000 active; in the data active means activity change below about -80%; inconclusive means between about -30% and that limit;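 further: parasites exposed to compound for two days anaerobically before the ATP read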
#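 Giardia lamblia trophozoites (100 cells/well) were incubated with compounds for 48 h at 37 deg C under anaerobic conditions. Viability was read as ATP content by one-step luminescence after 15-30 min at room temperature.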
# Eya2 phos inh: Eya2 (human) phosphatase inhibition; O00167; recombinant Eya2, OMFP fluorescence dephosphorylation (OMFP is methylfluorescein phosphate); Potency, µM (titrated, usually from 76.9 µM), for inactives: top-dose activity, negative = inhibition, most hits filed as inhibitors; 0.006% of 330,000 active; AID 488837; further: potency means the concentration at half of the fitted maximal effect
#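 Eya2 protein (added as 0.2 uM solution) was preincubated with compound for 10 min at ambient temperature in 50 mM HEPES pH 7.5, 50 mM NaCl, 5 uM MgCl2, 0.05% BSA, 1 mM DTT. OMFP (added at 50 uM) then reacted 10 min; fluorescence read at 485/525 nm.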
# GALK inh: galactokinase (human) inhibition; Purified GALK, Kinase-Glo residual ATP luminescence; Potency, µM (top dose mostly 57.5 µM), for inactives: top-dose activity change, negative = inhibition, usual class: inhibitors; 0.007% of 270,000 active; AID 1868; further: potency means the concentration at half of the fitted maximal effect
#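 5 nM enzyme, 35 uM ATP, 100 uM galactose, 20 mM HEPES pH8.0, 5 mM MgCl2; 1 h RT; residual ATP by Kinase-Glo Plus luminescence, qHTS format.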
# B2AR arrestin: beta2AR (human) beta-arrestin recruitment activity; P07550; beta-arrestin recruitment to beta2AR, cell-based reporter; Potency, µM (highest dose often 46.1 µM), for inactives: at the top dose activation, actives largely listed as activators; 0.02% of 330,000 active; AID 492947;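 further: potency means the concentration at half of the fitted maximal effect; 0% = DMSO controls and full agonism = EC100 isoproterenol or metaproterenol; nearly all actives have a fitted effect of over 65% in size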
# KCNH2 3.1 block: blocks the human KCNH2 3.1 channel isoform; U2OS KCNH2 3.1, thallium flux FluxOr; active compounds read low; 0.95% of 340,000 active; activity change, % (tested at about 1.8 µM); AID 720553;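 active means maximum activity change below -70%; inconclusive means maximum activity change from -70% to -50%; inactive means maximum activity change above -50%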;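 further: thallium influx rate constant from kinetic fluorescence after stimulation buffer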
#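 U2OS cells transduced with KCNH2 3.1 mutant virus (1.77 x 10^8 /mL, 4 h), plated overnight at 37 C, loaded 45 min with FluxOr dye plus Red40 quencher. Thallium flux rate constant from kinetic reads after stimulation buffer, normalised to controls.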
# PKM2 activator: increases activity of human pyruvate kinase M2; Potency, µM (titrated, usually from 57.5 µM), without a hit: at the top dose activation, actives largely listed as activators; P14618; AID 1631; purified PKM2, Kinase-Glo ATP luminescence, activation; response scale: 0% is enzyme alone, no compound; 0.34% of 260,000 active; further: potency means the concentration at half of the fitted maximal effect; nearly all actives have a fitted effect of over 55% in size
#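 Purified hPK-M2 (>95%) run at intermediate activity with 0.1 mM ADP and 0.5 mM PEP in 50 mM imidazole pH 7.2, KCl, MgCl2; 1 h room temperature. ATP formed read by Kinase-Glo luminescence; normalized to uninhibited and no-enzyme controls.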
# Chronic BCR inh: inhibitors of chronic active B-cell receptor signaling; ABC-DLBCL IkBa-CBG/CBR reporter, luminescence ratio, 4 h; Potency, µM (doses to about 46.1 µM), for inactives: at the highest dose ratio change, negative = lower green/red ratio, hits mostly inhibitors; 0.05% of 340,000 active; AID 493014; active means well fitted inhibition curve with a large enough effect in the signal ratio, with a control signal flat, not every such curve was filed as active; inconclusive means small, poorly fitted or top-dose-only effect, or effect the other way, or a change in a side signal; the % refers to the signal ratio;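 further: potency means the concentration at half of the fitted maximal effect; plate controls were basal doxycycline-induced cells for no effect and cells given 10 µM MG132 for full effect; MG132 reads +100%, hits lower the ratio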
#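 Doxycycline induced both beetle luciferases in TMD8 lymphoma cells; IKK-driven degradation limits the IkappaBalpha-fused green signal, while red luminescence normalises for cell number and nonspecific effects. Compounds tested up to 46 uM, 4 hrs.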
# FBPA coupling cs: counter-screen for Giardia aldolase inhibitors: coupling enzyme system; coupling enzyme system counterscreen, AmpLite Red fluorescence; AID 2472; 0.67% of 290,000 active; activity change, negative = inhibition, % at 58.2 µM, hits read low; in the data active means activity change below about -30%
#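 First, compound is pin-transferred into glyceraldehyde-3-phosphate coupling-enzyme reagent at 57.5 uM final and held 10 min at RT. Next, substrate, coupling system and AmpLite Red are added. After 20 min RT, fluorescence (525/598 nm) is read.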
# USP2a block: USP2a (human) protease inhibition; O75604; USP2 core, Ub-CHOP2 coupled fluorogenic reporter, 485/531; Potency, µM (top dose mostly 38.3 µM), for the others: at the highest dose activity change, negative = inhibition, hits mostly inhibitors; 0.01% of 330,000 active; AID 463254;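 further: potency means the concentration at half of the fitted maximal effect; plate controls were DMSO wells for no effect and full inhibition by NEM control for full effect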
#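 Deubiquitinase activity read as fluorescence (485/531 nm) after Ub-CHOP2 cleavage activates the enterokinase reporter on its substrate; USP2 core 10nM, Ub-CHOP2 and substrate 25nM each, 30min compound preincubation then 60min RT; data normalized to NEM, curves fitted.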
# uPA surface inh: cell surface uPA generation inhibition | cell surface uPA generation assay, qHTS | Potency, µM (doses to about 38.3 µM), inactives show top-dose activity change, negative = inhibition, most hits filed as inhibitors | 0.31% of 330,000 active | AID 540303; active means well fitted inhibition curve with a large enough effect; inconclusive means small, poorly fitted or top-dose-only effect; inactive means no such curve, though single readings can be large or run the other way; tested in mouse RAW 264.7 cells; further: potency means the concentration at half of the fitted maximal effect; nearly all actives have a fitted effect of over 55% in size
# KCNH2 WT inh: blocks the wildtype human KCNH2 potassium channel; U2OS, BacMam KCNH2, thallium flux FluxOr; active compounds read low; activity change, % at 1.84 µM; 0.37% of 340,000 active; AID 720551;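 active means maximum activity change below -70%; inconclusive means maximum activity change between -70% and -50%; inactive means maximum activity change above -50%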
# Target sequence (Q12809 whole entry, looked up): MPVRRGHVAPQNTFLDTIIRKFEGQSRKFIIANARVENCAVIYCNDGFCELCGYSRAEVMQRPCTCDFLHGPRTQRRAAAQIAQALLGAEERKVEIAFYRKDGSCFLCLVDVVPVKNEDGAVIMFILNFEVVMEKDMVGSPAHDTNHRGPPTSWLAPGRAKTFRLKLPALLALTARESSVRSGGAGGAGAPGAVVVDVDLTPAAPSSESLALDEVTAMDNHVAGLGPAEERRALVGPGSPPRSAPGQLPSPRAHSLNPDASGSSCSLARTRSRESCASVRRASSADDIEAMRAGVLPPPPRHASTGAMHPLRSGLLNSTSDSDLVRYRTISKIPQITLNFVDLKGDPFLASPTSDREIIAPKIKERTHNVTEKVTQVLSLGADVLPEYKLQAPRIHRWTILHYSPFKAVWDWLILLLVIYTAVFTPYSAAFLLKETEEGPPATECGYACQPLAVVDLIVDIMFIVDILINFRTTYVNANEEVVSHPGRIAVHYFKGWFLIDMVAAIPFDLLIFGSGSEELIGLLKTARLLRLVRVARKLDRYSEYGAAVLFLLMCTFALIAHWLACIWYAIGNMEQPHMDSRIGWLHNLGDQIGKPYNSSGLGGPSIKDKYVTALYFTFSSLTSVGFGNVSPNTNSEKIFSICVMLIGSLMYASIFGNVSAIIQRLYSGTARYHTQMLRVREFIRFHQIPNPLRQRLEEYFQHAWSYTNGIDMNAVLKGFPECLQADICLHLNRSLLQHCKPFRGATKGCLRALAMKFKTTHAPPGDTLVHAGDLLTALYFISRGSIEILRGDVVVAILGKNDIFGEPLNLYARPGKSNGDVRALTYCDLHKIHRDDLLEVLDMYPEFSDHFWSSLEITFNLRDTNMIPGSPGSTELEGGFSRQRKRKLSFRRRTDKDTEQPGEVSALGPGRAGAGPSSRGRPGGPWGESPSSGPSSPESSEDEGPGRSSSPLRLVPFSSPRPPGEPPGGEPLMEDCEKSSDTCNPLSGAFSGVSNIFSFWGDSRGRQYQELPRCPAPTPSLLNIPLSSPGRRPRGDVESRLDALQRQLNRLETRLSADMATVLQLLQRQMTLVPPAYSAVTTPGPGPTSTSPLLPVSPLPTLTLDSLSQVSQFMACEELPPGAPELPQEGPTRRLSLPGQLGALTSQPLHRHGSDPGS
#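 U2OS cells were transduced with wild-type KCNH2 virus (2.03 x 10^8 / mL) for 4 h at room temperature, then cultured overnight at 37 C. Thallium flux was read with FluxOr dye. Rate constants were normalized to DMSO controls.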
# * hit, by the source's call; ? = inconclusive; / = not tested or not shown. Unless noted, the call rests on the fitted dose curve; in most records, active means well fitted curve in the direction sought with a large enough effect; inconclusive means small, poorly fitted or top-dose-only effect, or another doubt; inactive means no such curve, though single readings can be large; an effect the other way counts as inactive or inconclusive. Unless noted, on the % scale 0 is the no-effect control and ±100 the full control effect.
SMILES,Giardia kill,Eya2 phos inh,GALK inh,B2AR arrestin,KCNH2 3.1 block,PKM2 activator,Chronic BCR inh,FBPA coupling cs,USP2a block,uPA surface inh,KCNH2 WT inh
CCN(CC)S(=O)(=O)c1ccc(NC(=O)C(C)N(c2ccc(OC)cc2)S(C)(=O)=O)cc1 (configuration not stated),15,-12%,0%,0.1%,-10,-17%,15%,-3,-7%,/,7
O=C(Nc1ccc2c(c1)OCCO2)c1c[nH]c(=O)n(-c2ccc(F)c(Cl)c2)c1=O,-6,3%,-1%,5.0%,2,4%,0%,/,0%,-4%,-12
CC1CCC(NC(=O)CN2CCCN(Cc3ccc(F)cc3Cl)C2=O)CC1 (configuration not stated),-3,3%,0%,-0.6%,-2,0%,-2%,3,0%,0%,-6
CCCCNc1ccccc1C(=O)OCC(=O)Nc1ccc(S(N)(=O)=O)cc1,6,3%,-1%,0.0%,-20,-1%,?,2,-1%,5%,-3
COc1ccc(CCNC(=O)CCn2c(=O)oc3ccccc32)cc1,2,17%,1%,-0.1%,30,0%,5%,0,0%,-4%,-3
Cc1nc([N+](=O)[O-])cn1CC(O)c1ccc(F)cc1 (configuration not stated),-11,2%,/,1.0%,8,1%,-5%,1,2%,2%,2
CC(=O)Nn1c(C)nnc1-n1nc(C)cc1C,14,-20%,0%,-0.5%,1,-1%,2%,2,4%,4%,5
O=C(NCCCc1nc2ccccc2[nH]1)c1ccc(F)cc1,-21,?,2%,-0.5%,-4,-3%,?,1,6%,5%,-10
COc1ccc(-c2sc3ccc(OC)cc3c2C#Cc2ccccn2)cc1,10,3%,/,2.3%,/,/,?,/,-1%,25%,/
COc1ccccc1NS(=O)(=O)c1cc(NC(=O)CNC(=O)c2ccc(C)s2)ccc1Cl,11,1%,-4%,?,15,6%,-7%,1,-1%,-5%,4
CC(C)Oc1ccc(CCNC(=O)CC2C(=O)NCCN2C)cc1 (configuration not stated),-1,11%,4%,-0.2%,5,-5%,0%,0,-3%,-1%,-5
CC(C)CCNC(=O)c1ccc(Cl)c(NC(=O)c2ccccc2F)c1,/,1%,6%,-0.3%,/,5%,5%,0,-1%,/,/
Cc1cc(C(=O)OCC(=O)N(C)c2ccccc2)c(C)o1,-3,5%,/,-0.3%,14,/,6%,/,-1%,3%,-1
CSc1nnc2c(n1)OC(c1ccc(C(=O)O)cc1)N(C(C)=O)c1ccccc1-2 (configuration not stated),-9,-32%,1%,0.0%,11,0%,10%,3,1%,?,4
CC1(C)CC(O)CC(C)(C)N1CC(O)COCCOc1ccc(Br)cc1 (configuration not stated),-9,10%,-3%,-0.5%,-4,0%,-1%,/,1%,2%,-2
CC(SCc1ccccc1)C(=O)Nc1ccccc1-c1ccccc1 (configuration not stated),5,-5%,0%,0.0%,-3,-1%,12%,1,-1%,-2%,-2
CCOC(=O)C1CCN(C(C(=O)NC2CCCCC2)c2ccc(OC)cc2)CC1 (configuration not stated),-10,12%,-1%,-0.1%,23,0%,0%,2,3%,3%,5
COc1cccc(-c2cc(C(=O)Nc3ccn(Cc4ccc(C)cc4)n3)no2)c1,23,-5%,-3%,0.5%,0,-1%,?,0,3%,5%,-29
O=C(NC(=S)Nc1ccc2c(c1)OCO2)c1ccccc1,-7,-13%,-3%,2.9%,-12,-10%,?,1,2%,-4%,1
CC1=C(C(=O)OC2CCCCC2)C(c2ccc(O)cc2)NC(=O)N1 (configuration not stated),-11,-4%,3%,0.2%,16,2%,0%,0,-2%,?,3
Cc1cccc(NC2=NCC(=O)N2CCc2ccccc2)c1,10,-23%,-1%,-0.1%,-8,-11%,1%,1,-7%,-3%,3
COC(=O)CSc1nnc(-c2ccncc2)o1,8,3%,2%,-0.3%,6,-9%,-2%,0,2%,-4%,-3
COc1ccc2nc(SCC(=O)NCc3ccc(S(N)(=O)=O)cc3)[nH]c2c1,26,1%,-1%,-1.0%,4,/,?,-2,-3%,0%,0
Cc1ccc(NC(=O)c2ccc(=O)[nH]c2)cc1S(=O)(=O)N1CCCCC1,-26,-3%,0%,-0.4%,?,6%,-1%,3,0%,-6%,12
Cc1ccccc1-c1ccc(=O)n(CC(=O)Nc2ccc(-n3cnnn3)cc2)n1,2,-5%,-4%,0.0%,-22,1%,-8%,-1,6%,-1%,8
COc1ccc(-c2nnc(SCC(=O)Nc3ccc(Cl)cc3)n2C)cc1,-4,-2%,-1%,-0.6%,3,1%,0%,-3,3%,0%,4
Cc1c(=O)n(OCc2ccccc2)c2ccccc2[n+]1[O-],1,-7%,2%,0.1%,9,2%,5%,1,4%,3%,-5
CCCCc1c(C)c(C#N)c2[nH]c3ccccc3n2c1=O,-6,9%,-1%,-0.2%,-4,1%,26%,-5,1%,-4%,-11
Cc1ccc(N/N=C(\C#N)C(=O)c2ccsc2)cc1,2,0%,1%,0.5%,-10,-1%,?,0,-3%,2%,-31
Cc1cccc(OCC(=O)NC(C)C(=O)N/N=C/c2c(OCc3ccccc3)ccc3ccccc23)c1 (configuration not stated),-19,5%,-1%,-0.2%,/,-22%,?,1,-1%,/,-7
O=C(NCCc1cccnc1)C1CCC(=O)N(Cc2cccc(C(F)(F)F)c2)C1 (configuration not stated),-19,-5%,-5%,-0.4%,4,3%,0%,-1,1%,-6%,-4
CCOc1ccc(CCNC(=O)COC(=O)c2ccco2)cc1OCC,4,1%,-2%,-0.7%,-31,-2%,?,0,4%,-1%,-10
CCOC(=O)c1c(C)n(-c2ccc(OC)cc2)c2ccc(O)c(CN(C)C)c12,9,10%,0%,0.3%,0,4%,-12%,-5,-3%,-9%,2
O=C(CC1SC(=Nc2ccccc2)N(Cc2ccccn2)C1=O)Nc1ccc(Br)cc1 (configuration not stated),-5,1%,1%,4.0%,-2,1%,-5%,-1,-1%,3%,6
COC(=O)c1c(NC(=O)c2ccc(S(=O)(=O)N3CCOCC3)cc2)sc2c1CCN(C)C2,8,-3%,-3%,0.1%,4,2%,2%,6,4%,-1%,1
CN(Cc1ccccc1)C(=O)C1CCCN1S(=O)(=O)c1ccc2c(c1)n(C)c(=O)c(=O)n2C (configuration not stated),13,?,-5%,3.5%,-7,1%,8%,-2,6%,1%,12
Cc1ccc(NS(=O)(=O)c2ccccc2Cl)c2c1CC(C)(C)O2,5,3%,-3%,-0.2%,0,-9%,-2%,/,0%,3%,2
NS(=O)(=O)c1ccc(N=Nc2c(O)[nH]c3ccc(Br)cc23)cc1,3,-1%,0%,0.4%,9,0%,15%,-1,6%,15%,-1
COC(=O)c1ccccc1N1C(=O)C2C(C1=O)C1C=CC2C12CC2 (configuration not stated),17,13%,-5%,4.4%,-2,-3%,10%,1,1%,/,-2
Cc1ccc(C(=O)N/C(=C/c2cccnc2)C(=O)O)cc1,-2,-2%,1%,0.2%,-1,2%,0%,12,-1%,4%,-10
CC1(c2nnc(Cc3ccccc3)o2)CC(c2cccc(F)c2)=NO1 (configuration not stated),-4,7%,/,0.2%,/,/,6%,/,-1%,2%,/
CCOc1ccc(NC(=O)C(C)C(Cc2ccc(C)cc2)C(=O)O)cc1 (configuration not stated),?,?,4%,0.4%,-3,/,5%,5,-1%,-4%,1
O=C(c1cc2sccc2n1Cc1ccc(F)cc1)N1CCN(c2nc3ccccc3s2)CC1,3,-1%,2%,0.4%,-90*,-3%,?,1,-5%,-3%,-16

# Two entries from above, with two lines to a compound.
# Second line of a record – Giardia kill	Eya2 phos inh	GALK inh	B2AR arrestin	KCNH2 3.1 block	PKM2 activator	Chronic BCR inh	FBPA coupling cs	USP2a block	uPA surface inh	KCNH2 WT inh
Cc1ccc(NC(=O)c2ccc(=O)[nH]c2)cc1S(=O)(=O)N1CCCCC1
 : -26	-3%	0%	-0.4%	?	6%	-1%	3	0%	-6%	12
Cc1ccccc1-c1ccc(=O)n(CC(=O)Nc2ccc(-n3cnnn3)cc2)n1
 : 2	-5%	-4%	0.0%	-22	1%	-8%	-1	6%	-1%	8

# Four records picked at random from the list so far, as already listed:
SMILES,Giardia kill,Eya2 phos inh,GALK inh,B2AR arrestin,KCNH2 3.1 block,PKM2 activator,Chronic BCR inh,FBPA coupling cs,USP2a block,uPA surface inh,KCNH2 WT inh
COC(=O)c1ccccc1N1C(=O)C2C(C1=O)C1C=CC2C12CC2 (configuration not stated),17,13%,-5%,4.4%,-2,-3%,10%,1,1%,/,-2
CC1(c2nnc(Cc3ccccc3)o2)CC(c2cccc(F)c2)=NO1 (configuration not stated),-4,7%,/,0.2%,/,/,6%,/,-1%,2%,/
COC(=O)CSc1nnc(-c2ccncc2)o1,8,3%,2%,-0.3%,6,-9%,-2%,0,2%,-4%,-3
Cc1ccc(NS(=O)(=O)c2ccccc2Cl)c2c1CC(C)(C)O2,5,3%,-3%,-0.2%,0,-9%,-2%,/,0%,3%,2

# Screening results from PubChem.
